Source: PubChem
core dimer inh: HCV core protein dimerization inhibition; TR-FRET GST/Flag-core106 dimerization, 1536-well; inhibition, % at 5 µM; 300,000 tested, 0.33% active;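 active = inhibition above the mean of all tested compounds plus 3 SD, set per screening campaign, cut at about 45% in these data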
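assay system = GST-tagged and Flag-tagged HCV core protein residues 1-106 | controls = unlabelled core106 and no-GST-core106 wells | incubation = compound-protein-antibody incubation 4 h at 22.5 °C | probe or stimulus = Eu donor and XL665 acceptor anti-tag antibodies | read-out = % inhibition based on acceptor/donor emission ratio | signal = TR-FRET 671 and 617 nm emission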
proCasp7 act: counter-screen: procaspase-7 (human) activation; P55210; recombinant procaspase-7, Ac-DEVD-pNA absorbance 405 nm; D23A/D198A/D206A triple mutant, cannot self-cleave; scale: DMSO 0, 5 µM enzyme 100; activation, % at 8.5 µM; 330,000 tested, 0.093% active;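 active = percent activation above the screen-wide mean plus 3 SD, cut at about 25% in these data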
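Assay system – Uncleavable procaspase-7 mutant enzyme · Quantity – 2 µM procaspase-7 mutant as dispensed · Times – 1 h preincubation, 2 h reaction · Dosing – single nominal 8.5 µM compound dose, 0.8% DMSO final · Buffer or medium – Zinc-free 50 mM HEPES buffer, pH 7.4, with NaCl and Triton X-100 · Detection – Epi-absorbance of released pNA at 405 nm, two timepoints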
PP5 inh: inhibitors of human protein phosphatase 5 (PP5); purified PP5c, OMFP substrate fluorescence; inhibition, % at 6.7 µM; 320,000 tested, 0.18% active; AID 1987;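 active = inhibition above the campaign's mean inhibition across all tested compounds plus 3 SD, cut at about 9.5% in these data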;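 also: 0% = DMSO only and 100% = 100 µM cantharidin control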
Target sequence (P53041 whole entry, looked up): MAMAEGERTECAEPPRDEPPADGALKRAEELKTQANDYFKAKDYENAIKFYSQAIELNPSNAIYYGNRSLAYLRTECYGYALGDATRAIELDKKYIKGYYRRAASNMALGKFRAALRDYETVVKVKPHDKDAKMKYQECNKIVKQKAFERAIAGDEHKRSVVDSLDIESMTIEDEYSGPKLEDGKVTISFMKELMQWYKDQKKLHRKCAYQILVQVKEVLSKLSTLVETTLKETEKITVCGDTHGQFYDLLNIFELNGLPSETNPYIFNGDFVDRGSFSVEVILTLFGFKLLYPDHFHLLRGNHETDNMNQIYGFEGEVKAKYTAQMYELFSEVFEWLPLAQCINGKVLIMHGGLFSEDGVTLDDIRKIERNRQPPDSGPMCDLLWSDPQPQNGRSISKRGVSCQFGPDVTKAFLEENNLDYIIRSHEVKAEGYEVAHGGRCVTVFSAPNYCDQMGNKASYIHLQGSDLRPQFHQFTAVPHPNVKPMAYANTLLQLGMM
VLA-4 inh: inhibition in a human VLA-4 binding assay; P13612; VLA-4 expressing cells, ligand binding flow cytometry; inhibition, % (about 7 µM as worked out from the volumes in the protocol); 330,000 tested, 0.2% active; AID 2557; in the data active = inhibition above about 50%
Fh CTSL1 inh: blocks F. hepatica cathepsin L1 in PFM18AAP counter-screen | AID 1906 | recombinant F. hepatica cathepsin L1, Z-Leu-Arg-MCA fluorescence | 300,000 tested, 0.49% active | inhibition, % at 5.96 µM;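 active = inhibition above the mean of all tested compounds plus 3 SD, set per screening campaign, cut at about 17% in these data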;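 also: 0% = plate median of test compound wells and 100% = 1 µM Z-Phe-Ala-diazomethylketone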
GRK2 aptamer HTS: blocks RNA aptamer binding to human GRK2 | bead flow cytometry, FAM-aptamer displacement from GRK2 | P25098 | inhibition of aptamer binding, % at 10 µM | 330,000 tested, 0.59% active | AID 488847;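 active = inhibition of aptamer binding above 40%, roughly 3 SD of noise, on plates passing a quality check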;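 also: median bead fluorescence of bound FAM aptamer so fluorescent compounds give negative values; no value below 0 was filed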
JMJD2C inh: human JMJD2C demethylase inhibition; Q9H3R0; GST-JMJD2C(1-420) H3K9me3 demethylation, DELFIA europium; inhibition, % at 2.35 µM; 330,000 tested, 0.069% active;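 active = more than half of a compound's replicate wells show inhibition beyond 50%, single wells judged on their own value; inconclusive = some, but no more than half, of replicates pass 50% inhibition; inactive = no replicate passes 50% inhibition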;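 also: signal counts dimethyl H3K9 product captured on neutravidin plate; 0% = median of DMSO wells and 100% = 0.3 times that DMSO median; strong numbers were not always called active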
Target sequence (Q9H3R0 1-420 limits assumed): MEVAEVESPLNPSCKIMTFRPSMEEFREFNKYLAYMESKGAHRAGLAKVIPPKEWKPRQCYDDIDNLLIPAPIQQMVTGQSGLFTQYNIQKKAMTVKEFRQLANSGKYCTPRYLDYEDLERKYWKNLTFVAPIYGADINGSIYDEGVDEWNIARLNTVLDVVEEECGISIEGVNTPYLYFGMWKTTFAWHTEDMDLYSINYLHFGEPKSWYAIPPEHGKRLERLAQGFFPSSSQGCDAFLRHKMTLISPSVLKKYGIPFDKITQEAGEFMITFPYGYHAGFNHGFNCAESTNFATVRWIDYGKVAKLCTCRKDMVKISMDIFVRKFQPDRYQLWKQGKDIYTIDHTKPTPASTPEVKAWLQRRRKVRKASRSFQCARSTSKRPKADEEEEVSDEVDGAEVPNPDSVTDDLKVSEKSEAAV
procasp3 activ: procaspase-3 (human) activation. P42574. recombinant procaspase-3 D3A, Ac-DEVD-pNA absorbance 405 nm. activation, % at 8.5 µM. 330,000 tested, 0.11% active;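 active = activation above the mean of all tested compounds plus 3 SD, cut at about 21% in these data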;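 also: 0% = DMSO alone and 100% = DMSO wells spiked with extra 5 µM PC-3 D3A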
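Test system: Procaspase-3 D3A mutant; medium: Zinc-free HEPES/NaCl buffer with 0.01% Triton X-100 at pH 7.4; reagent: DEVD-pNA substrate; doses: one concentration, 8.5 µM nominal, 0.8% DMSO; times: 1 h preincubation plus 2 h reaction at 25 °C; signal: Epi-absorbance at 405 nm of released p-nitroaniline, 0 and 120 min; replicates: singlicate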
PP1 inh: counter-screen for PP5 inhibitors: inhibitors of human PP1-alpha; purified PP1alpha, OMFP fluorescence; 320,000 tested, 0.9% active; inhibition, % at 6.7 µM;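 active = inhibition above the mean inhibition of all tested compounds plus 3 SD, computed separately for each screening campaign, cut at about 15% in these data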
The depositor's hits bear a star; ? = inconclusive; nt = no result given. Compounds were not picked by outcome; 2.6% or so of the library scored in one or more.

No. | mol | proCasp7 act | Fh CTSL1 inh | JMJD2C inh | VLA-4 inh | core dimer inh | PP5 inh | PP1 inh | GRK2 aptamer HTS | procasp3 activ
1 | Cc1[nH]c(=O)[nH]c(=O)c1S(=O)(=O)N1c2ccc(F)cc2CCC1C (stereo not given) | 0 | -5 | -7 | 3 | 0 | -0.4 | -4 | 1 | -2
2 | CCCN(CCC)S(=O)(=O)c1ccc(C(=O)Nc2nc(-c3ccccc3)c(C(=O)OCC)s2)cc1 | -2 | 1 | 15 | 24 | -5 | 0.7 | -1 | 4 | 5
3 | COCCn1c(SCC(=O)N2CCC(C)CC2)nc2c(c1=O)SCC2 | 7 | -3 | -7 | -14 | 8 | 0.3 | -4 | 0 | 4
4 | S=C(NCc1ccco1)NC1CCCc2ccccc21 (stereo not given) | 8 | 1 | 2 | -5 | 2 | -0.5 | 0 | 0 | 3
5 | COc1ccc(NC(=O)CC2C(=O)N(c3cccc(OC)c3)C(=O)N2Cc2ccco2)cc1 (stereo not given) | 4 | 0 | 30 | -9 | 3 | -1.4 | -4 | 0 | 6
6 | CC1(C)CC(=O)C(CC(=O)NC(=O)NCc2ccccc2)=C(O)C1 | 10 | -1 | 3 | 15 | 1 | 3.1 | -6 | 0 | 4
7 | CCOC(CNC(=O)CCc1c(C)nc2nc(C)nn2c1C)OCC | -1 | 2 | -15 | 10 | -4 | -1.6 | -4 | 1 | 12
8 | O=C(CCCN1CCC(c2ccccc2)C1)c1ccc2c(c1)OCCO2 (stereo not given) | -8 | 6 | 5 | -2 | -2 | -1.0 | -2 | 0 | 2
9 | CCOc1ccc(CN2CCNC(=O)C2CC(=O)NCCc2ccccn2)cc1 (stereo not given) | 8 | -2 | -24 | 1 | -2 | 1.6 | 3 | 0 | -2
10 | O=C(NC(=S)NC1CCN(Cc2ccccc2)CC1)c1ccc(F)cc1 | 11 | -1 | -22 | 24 | -4 | 1.5 | 6 | 0 | -5
11 | CNc1nc(N/N=C/c2cc3c(cc2[N+](=O)[O-])OCO3)nc(Nc2ccccc2)n1 | -2 | -1 | -14 | -21 | 4 | -0.1 | 8 | 3 | 7
12 | COC(=O)c1[nH]c2cc(C)ccc2c1NC(=O)CN1CCOCC1 | 0 | 2 | -2 | 9 | -3 | -2.0 | -3 | 0 | 4
13 | CC1=N/C(=C\c2ccc([N+](=O)[O-])cc2)C(=O)N1c1ccc(F)cc1F | 10 | 1 | 7 | 4 | 3 | 2.0 | -1 | 1 | -4
14 | O=C(O)Cc1ccc2c(c1)N(S(=O)(=O)c1cccc(C(F)(F)F)c1)CC(C(=O)O)O2 (stereo not given) | 3 | -1 | 0 | 3 | -3 | 0.8 | 1 | 0 | 11
15 | Cc1ccc(C(=O)O)cc1NC(=O)CN1C(=O)C2C3c4ccccc4C(Br)(c4ccccc43)C2C1=O (stereo not given) | 7 | -3 | 0 | -4 | 4 | -0.2 | 0 | 8 | -5
16 | Cc1ccc(-c2[nH]c(=O)n3ccncc23)s1 | -1 | 4 | -36 | -5 | -20 | 1.4 | 0 | 4 | 1
17 | Cc1cc(N2CCCC2=O)c(N)cc1N | -2 | -5 | -15 | -1 | -1 | 2.1 | -7 | 1 | 4
18 | O=C(c1cc([N+](=O)[O-])ccc1N1CCCCC1)N1CCCCC1 | -13 | 5 | -9 | 8 | 0 | -3.3 | -2 | 3 | -3
19 | Cc1ccn2c(=O)c(NC(=O)c3cccc4ccccc34)c(C)nc2c1 | 10 | 5 | -29 | -3 | -2 | -1.6 | -3 | 0 | -10
20 | CCc1cc2c(N=Nc3c(O)[nH]c4ccccc34)ncnc2s1 | 3 | 1 | 2 | -2 | -6 | -1.0 | -4 | 1 | 10
21 | Cc1cc(OCC(=O)Nc2ccc(N3CCN(C)CC3)cc2)ccc1Cl | 9 | 1 | 1 | 10 | -7 | 0.7 | 0 | 0 | 0
22 | COc1ccc(CCNC(=O)C(=O)NCC2OCCN2S(=O)(=O)c2cccs2)cc1 (stereo not given) | 5 | -2 | -75 | -8 | 14 | 1.6 | 1 | 0 | 7
23 | COc1cccc(-n2nnnc2SCC(=O)Nc2nc3c(s2)CCCC3)c1 | 2 | 4 | 3 | -11 | 15 | -0.8 | 1 | 0 | 8
24 | CCc1cc2c(-c3ccccc3)cc(=O)oc2cc1OC(C)C(=O)NCC1CCC(C(=O)O)CC1 (stereo not given) | 0 | 4 | 0 | -1 | 0 | 0.1 | 1 | 1 | 1
25 | CC(=O)c1sc(C(=O)O)c(-c2ccco2)c1-c1ccco1 | -4 | 0 | -8 | 0 | -4 | -0.3 | 5 | 18 | -13

One compound at a time (already shown). Order of values: proCasp7 act	Fh CTSL1 inh	JMJD2C inh	VLA-4 inh	core dimer inh	PP5 inh	PP1 inh	GRK2 aptamer HTS	procasp3 activ
`COc1ccc(NC(=O)CC2C(=O)N(c3cccc(OC)c3)C(=O)N2Cc2ccco2)cc1` (stereo not given) is listed as 4	0	30	-9	3	-1.4	-4	0	6
`O=C(O)Cc1ccc2c(c1)N(S(=O)(=O)c1cccc(C(F)(F)F)c1)CC(C(=O)O)O2` (stereo not given) is listed as 3	-1	0	3	-3	0.8	1	0	11

As entered above:
Value for compound 24 in PP1 inh: 1
Value for compound 15 in core dimer inh: 4

Remaining list, next part.
No. | mol | proCasp7 act | Fh CTSL1 inh | JMJD2C inh | VLA-4 inh | core dimer inh | PP5 inh | PP1 inh | GRK2 aptamer HTS | procasp3 activ
26 | O=C(c1n[nH]c(=O)c2ccccc12)N1CCN(c2ccc(F)cc2)CC1 | -5 | 3 | -6 | -1 | 7 | -0.3 | -2 | 0 | -6
27 | COc1ccc(-c2nnc(NC(=O)c3ccccc3[N+](=O)[O-])s2)c(OC)c1 | 1 | 6 | -19 | -6 | 27 | 1.8 | -4 | 6 | -3
28 | COc1cc(OC)cc(C(=O)Nc2cccnc2)c1 | 0 | -3 | -23 | 14 | -1 | 2.7 | -2 | 2 | 0
29 | O=c1c2ccccc2nc2n1CCc1c-2[nH]c2ccccc12 | -2 | 3 | nt | 51* | -5 | 0.1 | 1 | 19 | -5
30 | COc1cc(/C=C(\C#N)C(=O)Nc2cccc(C(=O)O)c2)ccc1OCc1ccc(C)cc1 | 1 | 8 | -2 | 6 | 28 | 1.1 | 3 | 7 | -2
31 | Cc1ccc(S(=O)(=O)CCC(=O)Nc2nnc(-c3ccccc3S(C)(=O)=O)o2)cc1 | 3 | -16 | ? | -10 | -7 | 0.6 | 1 | 4 | 1
32 | COc1ccc(CCC(=O)NCc2cn3ccc(C)cc3n2)cc1 | 10 | -4 | -2 | 13 | 4 | 0.4 | 3 | 0 | -10
33 | Cc1ccc(CCNC(=O)C2CCN(S(=O)(=O)c3ccc4c(c3)NC(=O)CO4)CC2)cc1 | -1 | 2 | 44 | 5 | 2 | 2.2 | 1 | 0 | -2
34 | C=CCNC(=O)CCNS(=O)(=O)c1ccc(Br)cc1 | -2 | -1 | 0 | 10 | 3 | 0.9 | -1 | 0 | 6
35 | COc1ccc(C(=O)NC(CC(=O)O)c2cc([N+](=O)[O-])ccc2Cl)cc1 (stereo not given) | -7 | 1 | -11 | 4 | 2 | 1.6 | 1 | 2 | -2
36 | CCOC(=O)c1c(NC(=O)CSc2nnnn2-c2ccc3c(c2)OCCO3)sc(C)c1C | 2 | 2 | -5 | 6 | 5 | 1.3 | -2 | 2 | -1
37 | COc1ccc(-n2nc(C(=O)NCC(=O)N3CC(C)CC(C)C3)c3ccccc3c2=O)cc1OC (stereo not given) | 7 | 2 | -3 | -5 | 5 | -1.0 | -1 | 0 | 4
38 | Cc1nnc(N(C)C(=O)c2ccc3c(c2)OCO3)s1 | -2 | -2 | 9 | 4 | -1 | 1.8 | -1 | 0 | 10
39 | CSc1ncc(S(=O)(=O)c2ccccc2)c(=O)[nH]1 | 3 | -2 | 0 | -23 | -7 | 1.1 | 2 | 4 | 6
40 | O=C(NCCN1CCOCC1)c1ccc(CS(=O)(=O)Cc2ccccc2F)o1 | 5 | 5 | -8 | -5 | -3 | 0.4 | 0 | 0 | 7
41 | COc1ccc(NC(=O)CCNC(=O)C2CCN(S(=O)(=O)c3ccc(F)cc3)CC2)cc1OC | 5 | -2 | 0 | 3 | -9 | -3.0 | -3 | 2 | 0
42 | Cc1occc1C(=O)NNC(=O)Nc1ccc(F)cc1F | -15 | -2 | -4 | 15 | -6 | 2.1 | 1 | 0 | 3
43 | O=C(CSc1ncccn1)N1CCN(S(=O)(=O)c2ccccc2)CC1 | 2 | -3 | 15 | 3 | -2 | -1.9 | -5 | 0 | -9
44 | O=C(Nc1nnc(SCC(=O)N2CCCc3ccccc32)s1)c1ccccc1 | -10 | 0 | 6 | 28 | 10 | 1.3 | 6 | 5 | -1
45 | CCn1c(=O)c2cc(C(=O)NCCN3CCOCC3)sc2c2ccccc21 | -3 | 0 | 5 | 12 | -10 | 3.9 | 6 | 0 | 1
46 | Cc1ccc(C)c(S(=O)(=O)N2CCCC2CNC(=O)C(=O)NCc2ccccc2C)c1 (stereo not given) | -1 | 3 | -26 | 14 | 5 | 0.7 | -5 | 0 | 4
47 | O=C(N/N=C/c1cccc(OC(=O)c2ccco2)c1)c1ccc(F)cc1 | -3 | -16 | 3 | 6 | -3 | 2.4 | 0 | 5 | 12
48 | CN(c1cccc(NC(=O)c2ccccc2N(C)S(C)(=O)=O)c1)S(C)(=O)=O | -4 | 2 | -6 | 19 | -2 | 0.0 | -5 | 1 | -4
49 | O=C(CNC(=O)c1ccc(Br)o1)NCCc1ccc(F)cc1 | -3 | 2 | 5 | 1 | 0 | 2.0 | 2 | 0 | 2
50 | CC(C)CNC(=O)c1ccc(Cl)c(NC(=O)COc2ccccc2)c1 | 3 | 0 | 14 | 18 | 1 | 3.0 | -5 | 2 | 6

4 of the entries above in order of their number in VLA-4 inh, smallest number first:
nr | Molecule | VLA-4 inh
39 | CSc1ncc(S(=O)(=O)c2ccccc2)c(=O)[nH]1 | -23
28 | COc1cc(OC)cc(C(=O)Nc2cccnc2)c1 | 14
50 | CC(C)CNC(=O)c1ccc(Cl)c(NC(=O)COc2ccccc2)c1 | 18
29 | O=c1c2ccccc2nc2n1CCc1c-2[nH]c2ccccc12 | 51*
